GLP-1R agonist = qHTS of GLP-1 Receptor Agonists. Potency, µM (highest dose often 45.6 µM), for inactives: top-dose activation, actives largely listed as activators. 0.007% of 380,000 active. HEK293 GLP-1R CRE-luciferase, luminescence, 4-6 h; cells express a hypersensitive GLP-1R form; also: % of control where 0% means no effect
Target sequence (P43220 whole entry, looked up): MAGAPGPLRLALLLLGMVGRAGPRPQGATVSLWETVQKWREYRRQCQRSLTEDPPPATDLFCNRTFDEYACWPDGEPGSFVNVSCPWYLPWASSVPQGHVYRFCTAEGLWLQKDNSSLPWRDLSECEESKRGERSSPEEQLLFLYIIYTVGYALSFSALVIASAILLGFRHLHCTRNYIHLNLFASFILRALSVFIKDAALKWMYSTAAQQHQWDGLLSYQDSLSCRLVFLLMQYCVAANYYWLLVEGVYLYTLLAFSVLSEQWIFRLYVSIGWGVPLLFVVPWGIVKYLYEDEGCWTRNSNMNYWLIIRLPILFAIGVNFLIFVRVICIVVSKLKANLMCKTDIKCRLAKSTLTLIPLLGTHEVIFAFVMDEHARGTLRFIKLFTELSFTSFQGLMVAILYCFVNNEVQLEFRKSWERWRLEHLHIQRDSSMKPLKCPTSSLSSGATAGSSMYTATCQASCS
TDP43 rescue = qHTS of TDP-43 Inhibitors | AID 652104, 2013 | TDP-43 expressing yeast growth rescue, BacTiter-Glo, 24 h | 1.8% of 410,000 active | Potency, µM (highest dose often 46.1 µM), inactives show top-dose growth rescue (activation), usual class: activators; also: % of control where 0% means no effect; nearly all actives have a fitted effect of over 50% in size
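In this qHTS, compounds that restore growth of yeast expressing TDP-43 appear as activators. Cells (OD600=0.02, galactose medium, raffinose-pregrown) are incubated with compound 24 hr at 30 deg C and growth is quantified by BacTiter-Glo.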
GLP-1R inv ag = qHTS of GLP-1 Receptor Inverse Agonists (Inhibition Mode). HEK293 GLP-1R CRE-luciferase, luminescence, 24 h; GLP-1R form is constitutively active. Glucagon-like peptide 1 receptor (Homo sapiens), P43220. Potency, µM (titrated, usually from 38.3 µM), without a hit: at the highest dose activity change, negative = inhibition, most hits filed as inhibitors. 1.6% of 410,000 active; also: % is scaled to controls: 0 for no effect and ±100 for the full control effect; nearly all actives have a fitted effect of over 55% in size
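qHTS in 1536-well format: reporter HEK293 cells expressing constitutive GLP-1R activity in DMEM + 10% Nu serum, 24 hr with compounds at 37 deg C, luminescence read after 12 min with detection reagent.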
HEK293 tox = qHTS of GLP-1 Receptor Inverse Agonists: Cytotox Screen; HEK293 cAMP-luciferase reporter cells, luminescence, 24 h; Potency, µM (series often up to 38.3 µM), inactives show top-dose activity change, negative = inhibition, hits mostly inhibitors; 0.13% of 410,000 active; AID 624418, 2012;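 also: loss of luciferase light is scored as toxicity; % is scaled to controls: 0 for no effect and ±100 for the full control effect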
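MLSMR compounds, 24 hr on cells at 37 deg C/5% CO2; luminescence after luciferase reagent (12 min RT). Inhibition counted as the undesired cytotoxic outcome.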
HT1080-NT tox = qHTS for induction of synthetic lethality in tumor cells producing 2HG: qHTS for the HT-1080-NT fibrosarcoma cell line; HT-1080-NT fibrosarcoma viability, CellTiter-Glo ATP luminescence, 48 h; Potency, µM (titrated, usually from 46.1 µM), for the others: at the highest dose activity, negative = less viability, actives largely listed as cytotoxic; 1.6% of 360,000 active;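 also: NT is the 2HG producing partner of a matched IDH1 knockdown line; 0% = DMSO-treated cells and -100% = media-only wells without cells; nearly all actives have a fitted effect of over 55% in size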
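Luminescent CellTiter-Glo readout after 48 hours of compound exposure at 37 degrees C defined viability of HT-1080-NT cells. Activity was normalized to DMSO wells and cell-free media wells; concentration-response curves were fitted and assigned curve classes.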
HT1080 IDH1KD tx = qHTS for induction of synthetic lethality in tumor cells producing 2HG: qHTS for the HT-1080-IDH1KD cell line; Potency, µM (top dose mostly 46.1 µM), for inactives: at the highest dose activity, negative = toxicity, hits mostly cytotoxic; 2% of 360,000 active; HT-1080 IDH1 knockdown viability, ATP luminescence, 48 h;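 also: 0% = DMSO wells and -100% = cell-free medium wells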
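% activity derives from luminescence (CellTiter-Glo), normalised to DMSO and no-cell wells. HT-1080-IDH1KD cells, 750/well, had 48 h compound exposure at 37 °C.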
SW480 rerep = A quantitative high throughput screen for small molecules that induce DNA re-replication in SW480 colon adenocarcinoma cells. Potency, µM (highest dose often 46.1 µM), inactives show at the top dose re-replication activation, hits mostly activators. 1.8% of 340,000 active. SW480 DNA re-replication, Hoechst DNA content imaging, 48 h; also: % of control where 0% means no effect; nearly all actives have a fitted effect of over 55% in size
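First, 250 cells per well were seeded. Next, compound or vehicle (23 nL) was pinned in, plates sat 48 hr at 37 C. Finally Hoechst was added for 40 min before fluorescence scanning.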
KB-V1 MDR tox = qHTS assay for MDR1-selective chemotherapeutics: Primary screen using the drug-selected MDR subline cells KB-V1 | Potency, µM (highest dose often 46.1 µM), for the others: at the top dose activity change, negative = cytotoxicity, actives largely listed as cytotoxic | KB-V1 MDR cells viability, CellTiter-Glo, 72 h | 3.4% of 400,000 active; also: % is scaled to controls: 0 for no effect and ±100 for the full control effect; nearly all actives have a fitted effect of over 60% in size
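KB-V1 MDR subline cells in DMEM (phenol-red free, 10% FBS) exposed to compounds in qHTS concentration series for 72 h at 37 degrees C. Viability read by CellTiter-Glo luminescence; concentration-effect curves fitted after normalization and correction.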
KB-3-1 tox = qHTS assay for MDR1-selective chemotherapeutics: Primary screen using the parental adenocarcinoma cell KB-3-1; AID 1347075, 2019; 1.4% of 400,000 active; KB-3-1 viability, CellTiter-Glo ATP luminescence, 72 h; Potency, µM (titrated, usually from 46.1 µM), without a hit: at the highest dose activity change, negative = cytotoxic, actives largely listed as cytotoxic; also: % is scaled to controls: 0 for no effect and ±100 for the full control effect; nearly all actives have a fitted effect of over 60% in size
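Cytotoxicity in the drug-sensitive parental line KB-3-1 was scored as loss of CellTiter-Glo luminescence following 72 h incubation with compound. Values come from curve fitting of normalized concentration-response data.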
* hit, by the source's call; ? = inconclusive; . = not tested or not shown; & = joins results of further samples; [ ] = dose if it differs, or a comment. Calls follow the shape of the dose curve; as a rule, active = well fitted curve in the direction sought with a large enough effect; inconclusive = small, poorly fitted or top-dose-only effect, or another doubt; inactive = no such curve, though single readings can be large; an effect the other way counts as inactive or inconclusive. Potency is read from the fitted curve at half-maximal effect. Outcome played no part in choosing rows (roughly 9.4% active in at least one column).

SMILES	GLP-1R agonist	TDP43 rescue	GLP-1R inv ag	HEK293 tox	HT1080-NT tox	HT1080 IDH1KD tx	SW480 rerep	KB-V1 MDR tox	KB-3-1 tox
N#Cc1ccccc1Sc1ccccc1N	10.2%	14.0%	0.0%	-29.6%	9.5%	-23.8%	-24.6%	14.8%	-8.8%
CC(C)(C)CN1CCC(Oc2cccc(C(=O)N3CCC[C@H]3CO)c2)CC1	-5.3%	10.1%	-23.5%	-10.1%	18.8%	0.6%	-13.1%	1.1%	-3.4%
Cc1ccc(NC(=O)CCN2C(=O)C3CC=CCC3C2=O)cc1Cl (stereo not drawn)	9.5%	5.5%	-28.3%	-10.3%	-9.2%	-3.7%	4.0%	4.3%	0.0%
COc1ccc(C)cc1NC(=O)CCNC(=O)Cn1ccc2ccccc2c1=O	5.7%	-15.7%&5.0%	-10.9%&7.6%	0.9%&2.6%	-3.4%	-0.2%	5.5%	4.7%&3.1%	?
COCCNc1nc(Cl)c(C#N)s1	3.1%	17.8%	14.0%	-6.5%	12.2%	-7.7%	1.3%	0.9%	1.7%
Cc1ccc(NC(=O)[C@H](NC(=O)[C@@H]2Cc3ccccc3CN2)c2ccccc2)cc1	4.5%	-10.8%	-13.5%	-11.1%	-3.2%	0.7%	-33.3%[inhibitor]	-15.2%	-8.2%
Cc1ccc(CNC(=O)c2ccc(CNS(=O)(=O)c3ccc4c(c3)C(C)(C)C(=O)N4C)cc2)o1	8.6%	17.3%	34.7%	-11.0%	-9.2%	3.1%	-19.0%	7.9%	-3.0%
CCC(=O)NC(c1ccc(Cl)cc1Cl)c1ccc2cccnc2c1O (stereo not drawn)	0.3%	.	?	?	14.6µM*	?	0.517µM*	-83.1%	?
O=C(NCC(=O)N1CCN(C(=O)c2ccco2)CC1)c1ccccc1	-8.2%	13.4%	20.3%	-2.8%	5.4%	0.0%	-2.4%	-1.7%	7.0%
COc1ccc(Oc2cccc(Cl)c2CNC(=O)CC(C)(C)CC(=O)O)cc1	4.8%	-9.9%	-6.2%	2.0%	0.0%	-6.4%	8.8%	-9.2%	-2.0%
O=C(N/N=C/c1c[nH]c2ccccc12)c1ccccc1O	13.1%	-6.6%	5.8%	-9.2%	-18.7%	-27.4%	-1.5%	10.3%	1.5%
CC(C)OC(=O)c1c(NC(=O)C2CC=CCC2C(=O)O)sc2c1CCCCC2 (stereo not drawn)	-6.6%	18.1%	?	1.7%	13.6%	10.6%	2.3%	3.9%	14.3%
CCOc1ccc(CCNC(=O)CSCC(=O)Nc2cccc(C)c2)cc1OCC	10.1%	6.1%	-7.5%	5.4%	-2.8%	1.0%	2.3%	-12.6%	14.4%
COc1cc(C(=O)N/C(=C\c2cn(C)c3ccccc23)C(=O)NCCCO)cc(OC)c1OC	4.6%	9.6%	-4.5%	15.9%	-11.4%	1.8%	130.7%[1.84 µM]	-21.6%	2.9%
Cc1cc(C)cc(NC(=O)C2CCN(S(=O)(=O)c3ccc4c(c3)NC(=O)C(C)S4)CC2)c1 (stereo not drawn)	2.7%	12.5%	?	-22.8%	-0.4%	-20.2%	-27.3%	11.7%	-1.9%
CC(=O)c1cccc(NC(=O)[C@H](Cc2ccccc2)N2Cc3ccccc3C2=O)c1	0.3%	17.4%	10.0%	1.7%	.	.	.	-0.3%	8.9%
O=c1c2ccccc2[nH]c(=S)n1CCCN1CCN(C2CCCCC2)CC1	-4.3%	-1.6%	-7.6%	-27.3%	-11.7%	-6.8%	1.5%	9.9%	-1.7%
Cc1c(C(=O)Nc2c(F)cccc2F)sc2ncnc(N3CCN(c4ccccc4)CC3)c12	23.3%	?	?	7.4%	-5.3%	?	-2.5%	9.6%	-6.0%
COc1ccc(OCc2nnc(SCc3ccc(C(=O)O)cc3)o2)cc1	1.3%	1.6%	10.1%	9.8%	1.1%	8.4%	-1.2%	-3.4%	-6.2%
CC(=O)Nc1cccc(C(=O)/C=C/c2ccco2)c1	0.1%	?	0.0%	-6.1%	12.5%	0.9%	-7.9%	?	-8.0%
Cc1ccccc1NC(=O)CSc1nnc2ccc(-c3ccccn3)nn12	3.3%	-0.5%	17.8%	2.7%	-5.9%	13.6%	2.9%	-10.0%	14.5%
Cc1cccc(OCC(=O)Nc2ccc3c(C)cc(=O)oc3c2)c1	-7.3%	19.6%	5.1%	11.5%	-5.5%	-12.8%	-1.0%	?	-23.7%
CCCCN(CCCC)Cc1ccc(C(=O)NNC(=O)Nc2ccccc2)o1	1.9%	-5.4%	?	-0.4%	-2.3%	-1.3%	26.1%	-7.7%	-10.3%
Cc1ccc(OCC(=O)Nc2ccc3nn(-c4ccc(C)cc4)nc3c2)cc1	.	10.8%	1.9%	2.8%	.	.	.	27.8%	2.0%
Cc1nnc(N2C(=O)C(O)=C(C(=O)c3ccco3)C2c2cccc3ccccc23)s1 (stereo not drawn)	8.8%	-13.3%[1.82 µM]	?	2.9%	-0.7%	0.7%	-0.1%	0.0%	-0.5%
O=C(O)c1ccccc1SSc1ccccc1C(=O)O	-4.8%	-7.0%	20.5%	-8.3%	1.2%	3.2%	5.4%	22.4%	0.3%
O=C(CSc1nc2ccccc2c(=O)n1-c1ccccc1)NC(=O)CN1CCCC1=O	11.1%	18.1%	9.1%	-20.6%	-0.3%	2.2%	-7.6%	5.0%	-1.0%
O=C(O)Cc1cc(=O)[nH]n(-c2ccccc2)c1=O	2.2%	-11.1%	6.9%	-9.6%	0.0%	19.3%	-3.7%	12.1%	2.0%
O=C(CCC1CCCC1)NNC(=O)c1cccc(Cl)c1	-3.6%	-10.1%	7.3%	-2.2%	-0.4%	-0.9%	-1.0%	-18.5%	-3.5%
O=C(COC(=O)Cc1ccc(Cl)cc1Cl)NCc1ccccc1	-2.9%	-0.8%	10.0%	7.7%	6.2%	0.9%	.	?	4.1%
CCOC(=O)c1c(C)[nH]c(C(=O)CN2C(=O)NC3(CCCC3)C2=O)c1C	21.2%	-6.0%	7.0%	-1.5%	-5.3%	-8.0%	-3.7%	12.8%	27.2%
COc1ccc(N=C2NN=C(c3c(C)[nH]c4ccccc34)CS2)cc1	8.5%	-4.8%	?	?	?	?	?	-6.6%	?
Cc1nc2ccc(N)nc2nc1C	-4.1%	17.7%	0.6%	0.1%	0.0%	0.2%	-4.8%	.	.
Cc1ccc(S(=O)(=O)c2ccc(Cl)cc2)cc1S(=O)(=O)NC(C(=O)O)C(C)C (stereo not drawn)	-2.8%	14.1%	0.5%	2.3%	9.6%	18.6%	-1.3%	-17.5%	-0.6%
Cn1ncc2c(Nc3cccc([N+](=O)[O-])c3)ncnc21	?	14.5%	52.7%[activator]	-3.0%	15.8%	10.7%	?	11.3%	-0.3%
CC(C)c1nc2c(s1)CCc1onc(-c3ccc(Cl)cc3)c1-2	7.2%	15.3%	19.7%	4.9%	0.0%	3.6%	-5.8%	7.0%	0.3%

Compounds listed so far that have a furan ring, fused or not (5):
SMILES	GLP-1R agonist	TDP43 rescue	GLP-1R inv ag	HEK293 tox	HT1080-NT tox	HT1080 IDH1KD tx	SW480 rerep	KB-V1 MDR tox	KB-3-1 tox
Cc1ccc(CNC(=O)c2ccc(CNS(=O)(=O)c3ccc4c(c3)C(C)(C)C(=O)N4C)cc2)o1	8.6%	17.3%	34.7%	-11.0%	-9.2%	3.1%	-19.0%	7.9%	-3.0%
O=C(NCC(=O)N1CCN(C(=O)c2ccco2)CC1)c1ccccc1	-8.2%	13.4%	20.3%	-2.8%	5.4%	0.0%	-2.4%	-1.7%	7.0%
CC(=O)Nc1cccc(C(=O)/C=C/c2ccco2)c1	0.1%	?	0.0%	-6.1%	12.5%	0.9%	-7.9%	?	-8.0%
CCCCN(CCCC)Cc1ccc(C(=O)NNC(=O)Nc2ccccc2)o1	1.9%	-5.4%	?	-0.4%	-2.3%	-1.3%	26.1%	-7.7%	-10.3%
Cc1nnc(N2C(=O)C(O)=C(C(=O)c3ccco3)C2c2cccc3ccccc23)s1 (stereo not drawn)	8.8%	-13.3%[1.82 µM]	?	2.9%	-0.7%	0.7%	-0.1%	0.0%	-0.5%

Additional structures:
SMILES	GLP-1R agonist	TDP43 rescue	GLP-1R inv ag	HEK293 tox	HT1080-NT tox	HT1080 IDH1KD tx	SW480 rerep	KB-V1 MDR tox	KB-3-1 tox
COc1ccc(CCNC(=O)c2cccc(S(=O)(=O)N3CCCC3)c2)cc1	4.7%	6.5%	-2.3%	-1.2%	-7.6%	-13.2%	0.1%	-30.7%	-6.1%
COc1ccc(S(=O)(=O)NCc2ccc(F)cc2)cc1OC	22.5%	-7.4%[1.82 µM]	23.4%	-10.9%	7.3%	15.1%	-1.4%	28.7%	8.5%
NN(CCO)C(=S)Nc1ccc(Cl)cc1	-1.4%	10.6%	-1.4%	-2.2%	-0.9%	-1.0%	-0.9%	-17.3%	-0.9%
CCOC(=O)c1c(NC(=O)COC(=O)c2c(C)noc2C)sc2c1CCC2	1.2%	15.6%	0.8%	2.7%	-0.3%	0.4%	-12.0%	?	?
Cn1c(NC(=O)c2ccc3c(c2)OCO3)cc(=O)n(C)c1=O	5.2%	-13.9%	29.9%	6.0%	-2.7%	-1.6%	-1.0%	-20.0%	-20.1%
O=C(N/N=C/c1cccc2ccccc12)c1cccc(F)c1	18.8%	24.1%	?	-14.3%	-1.2%	-0.4%	-2.9%	?	13.5%
NC(=O)C1CCN(C2CC(=O)N(Cc3cccs3)C2=O)CC1 (stereo not drawn)	-0.6%	-15.1%	2.9%	7.1%	2.2%	14.1%	-15.3%	21.0%	-15.4%
